# Compound activity from PubChem.
# ERAP1 inh: human ERAP1 aminopeptidase inhibitors, primary screen, biochemical, single point, plate reader | Endoplasmic reticulum aminopeptidase 1 (Homo sapiens), Q9NZ08 | recombinant ERAP1, Leu-AMC fluorescence, 60 min | inhibition, % at 10.7 µM | actives 0.15% (n = 340,000);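 active means mean replicate inhibition of at least 30%, or all replicates individually reaching that 30% level; inactive means mean below 30% and not every replicate reaching it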;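 further: 0% = neutral control wells and 100% = L-leucinethiol positive control wells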
# miR-122 sensor: miR-122 Renilla sensor signal increase in Huh7, primary screen, miR-122 inhibitor project, cell-based, single point, plate reader. Huh7 miR-122 Renilla luciferase sensor, 48 h; neutral wells = 0, positive control = 100. activation (reporter increase), % at 12.5 µM. actives 0.3% (n = 340,000). AID 602342, 2012;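 active means mean replicate activation score at least 90 and every replicate individually at or above 90; inconclusive means only one of the two criteria met; inactive means neither criterion met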;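 further: higher luciferase means less miR-122 activity so hits act as miR-122 inhibitors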
# Casp6 inh: human caspase-6 inhibitors, primary screen, biochemical, VEID-R110 fluorescence, single point, set 2. P55212. purified caspase-6, Z-VEID-R110 cleavage fluorescence. inhibition, % at 12.5 µM. actives 0.53% (n = 350,000). AID 686996, 2013;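 active means mean inhibition across replicates at least about 35%, with every replicate also reaching that limit, limit read from the data; inconclusive means only one of the two criteria met; inactive means neither criterion met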;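 further: 0% = median of neutral control wells and 100% = no fluorescence left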
# SIRT5 inh: SIRT5 desuccinylase inhibitors, primary screen, biochemical, fluorescence imaging, single point, set 5; actives 1.1% (n = 330,000); AID 652115, 2013; NAD-dependent protein deacylase sirtuin-5, mitochondrial (Homo sapiens), Q9NXA8; Purified SirT5, succinyl-peptide AMC, trypsin-coupled fluorescence; inhibition, % at 15 µM; in the data active means inhibition above about 15%; inconclusive means no clear call, values can overlap the other calls
# Target sequence (Q9NXA8 whole entry, looked up): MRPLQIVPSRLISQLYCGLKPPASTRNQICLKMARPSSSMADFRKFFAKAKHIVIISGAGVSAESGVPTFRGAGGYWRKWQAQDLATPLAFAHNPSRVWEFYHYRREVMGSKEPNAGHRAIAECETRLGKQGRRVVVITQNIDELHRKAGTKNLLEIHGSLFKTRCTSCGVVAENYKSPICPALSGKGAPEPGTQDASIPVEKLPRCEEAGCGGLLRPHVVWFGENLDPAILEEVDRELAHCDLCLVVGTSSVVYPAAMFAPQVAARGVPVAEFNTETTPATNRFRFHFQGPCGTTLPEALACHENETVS
# ERp5 block: inhibitors of ERp5-driven insulin aggregation, primary screen, biochemical, turbidity, absorbance 650 nm, single point; Protein disulfide-isomerase A6 (Homo sapiens), Q15084; 90 min; inhibition, % at 9.99 µM; actives 0.05% (n = 350,000);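 active means mean replicate inhibition above about 25%, with every replicate also reaching it, limit read from the data, passing the limit was not always enough; inconclusive means only one of those two criteria met; inactive means neither criterion met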
# Target sequence (Q15084 whole entry, looked up): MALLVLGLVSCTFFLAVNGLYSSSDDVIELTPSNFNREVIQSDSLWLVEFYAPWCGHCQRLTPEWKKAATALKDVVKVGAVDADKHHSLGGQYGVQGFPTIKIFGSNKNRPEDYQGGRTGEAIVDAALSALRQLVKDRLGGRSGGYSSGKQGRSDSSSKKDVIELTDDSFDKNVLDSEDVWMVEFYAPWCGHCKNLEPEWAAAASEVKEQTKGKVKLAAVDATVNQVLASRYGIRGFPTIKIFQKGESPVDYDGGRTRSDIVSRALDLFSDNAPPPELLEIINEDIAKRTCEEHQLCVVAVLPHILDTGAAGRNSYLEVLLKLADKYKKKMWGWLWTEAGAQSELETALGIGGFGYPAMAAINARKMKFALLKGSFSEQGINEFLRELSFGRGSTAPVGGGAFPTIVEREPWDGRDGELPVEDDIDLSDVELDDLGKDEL
# DENV2 CPE rescue: inhibitors of DENV2 cytopathic effect, primary screen, cell-based, plate reader, single concentration | DENV2-infected cells, cytopathic effect rescue | CPE inhibition, % at 9.99 µM | actives 1.7% (n = 350,000) | AID 651640, 2012; in the data active means CPE inhibition above about 20%, passing the limit was not always enough; inconclusive means no clear call, values can overlap the other calls; tested in BHK-21 cells;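 further: 0% = median of neutral control wells and 100% = median of positive control wells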
# F508del corr: F508del CFTR correction, initial screen, CFBE line, single point; CFBE cells, YFP halide quenching; stimulated with forskolin plus potentiator P3; % fluorescence drop versus neutral controls; activity (quench increase), % at 7.58 µM; actives 0.36% (n = 350,000);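 active means mean added fluorescence quench of at least 8% versus neutral control, with both replicates also reaching 8%; inconclusive means only one of the mean or replicate conditions met; inactive means mean below 8% and not both replicates reaching 8%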;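 further: cells transiently co-express mutant CFTR-F508del with the halide-sensitive YFP; corrector assay measuring rescue of mutant channel to the surface after 24 h compound exposure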
# Active calls of the source: *; ? = inconclusive; . = not tested or not shown; & = joins results of further samples; [ ] = remark or other dose.
SMILES,ERAP1 inh,miR-122 sensor,Casp6 inh,SIRT5 inh,ERp5 block,DENV2 CPE rescue,F508del corr
O=C(c1cnc2ccc3ccccc3c2c1)c1cc(F)ccc1O,-4,.,0,-4,-2,-1,7.8
C[C@H](CO)N1C[C@H](C)[C@H](CN(C)C(=O)Nc2ccccc2)Oc2ccc(N(C)C)cc2CC1=O,1,-2[16.7 µM],6,-1,-4,45*,2.4
Cc1ccc2nc(-c3ccc(F)cc3)c(Cc3cccc(F)c3)n2c1,-3,.,4,-1,-4,-3,1.9
CC(C)Cc1nnc(NS(=O)(=O)c2ccc(Cl)cc2)s1,0,2,-1,.,6,5,-0.3
CC(C)c1ccccc1NC(=O)C1CC(=O)N(C2CCCC2)C1 (stereo not drawn),1,5,1,0,3,?,2.5
CCc1n(CC(O)COCC2CC=CCC2)c2ccccc2[n+]1C (stereo not drawn),14,-2,3,-5,0,-2,1.3
C[C@@H]1CN([C@@H](C)CO)S(=O)(=O)c2ccc(-c3cccnc3)cc2O[C@H]1CN(C)C(=O)NC1CCCC1,1,-8[16.7 µM],2,0,7,-4,0.6
Cc1c(Cl)c([N+](=O)[O-])nn1CC(=O)NCc1cccnc1,-2,-2,-5,-7,7,-6,0.7
COc1ccc(-c2nc(CSCC(=O)N3CCC(C(N)=O)CC3)c(C)o2)cc1OC,3,-2,0,-2,1,2,2.3
CCCCNC(=O)Cn1c(=O)oc2cc(S(=O)(=O)N3CC(C)CC(C)C3)ccc21 (stereo not drawn),-2,0,-2,-2,2,-3,-2.0
CCOc1ccc(C(C)=O)cc1CSc1nnc(-c2ccncc2)n1CCOC,0,4,-3,4,-13,6,-5.4
Cc1ccc(C(C)C)c(OCC(=O)NNC(=O)Cn2[nH]c(=O)c3ccccc3c2=O)c1,4,-9,1,-5,1,-2,-1.6
CCc1ccc(CNC(=O)CCS(=O)(=O)Cc2ccccc2F)cc1,3,-3,8,-1,-3,-10,0.6
CC(C)c1ccc(CC(=O)N2CCC2(C)C(=O)NS(=O)(=O)c2ccc(C(C)(C)C)cc2)cc1 (stereo not drawn),-6,.,3,2,-4,-1,-0.8
CC(C)S(=O)(=O)c1cnc(-c2cccnc2)nc1N,1,.,-1,-4,-2,-5,2.6
CN(C)C(=O)C[C@H]1C[C@@H]2c3cc(NC(=O)NC4CCCC4)ccc3O[C@@H]2[C@@H](CO)O1,0,.,-1&3,-5,-2&3,4&-1,2.1&-3.8
O=C(C[C@H]1C=C[C@H](NC(=O)Nc2ccc3c(c2)OCO3)[C@@H](CO)O1)NCc1ccc(Cl)cc1,8,.,27,.,1,?,2.1
C[C@@H]1CN([C@@H](C)CO)C(=O)Cc2cc(NC(=O)Nc3cccc4ccccc34)ccc2O[C@@H]1CN(C)C(=O)Nc1ccc(C(F)(F)F)cc1,-1,-2[16.7 µM],-2,0,3,-6,3.0
CC(NC(=O)c1cc2ccccc2o1)c1ccccc1 (stereo not drawn),-2,.,6,-1,-1,-2,-1.9
CC(C)N=C1NN=C(c2ccc(F)cc2)CS1,-2,3,1,-2,2,-2,4.2
COc1ccccc1S(=O)(=O)N[C@H]1CC[C@H](CCNC(=O)C2CCOCC2)O[C@H]1CO,1,.,4,-2,-1,0,1.0
COCC(=O)N(Cc1nc2sc(C)c(C)c2c(=O)[nH]1)C1CCCCC1,-1,17,0,2,0,3,-3.7
COc1cccc(NC(=O)Nc2nnc(N3CCCCC3C)s2)c1 (stereo not drawn),-4,3,-2,-4,?,-2,-1.9
COc1cc(/C=C/C(=O)OC(C)C(=O)Nc2ccc(Cl)cn2)ccc1OC(F)F (stereo not drawn),-1,-2,0,13,2,-2,0.3

# Full records, quoted from the list:
# Shown for C[C@H](CO)N1C[C@H](C)[C@H](CN(C)C(=O)Nc2ccccc2)Oc2ccc(N(C)C)cc2CC1=O : ERAP1 inh: 1; miR-122 sensor: -2[16.7 µM]; Casp6 inh: 6; SIRT5 inh: -1; ERp5 block: -4; DENV2 CPE rescue: 45*; F508del corr: 2.4
# Shown for CC(C)N=C1NN=C(c2ccc(F)cc2)CS1 : ERAP1 inh: -2; miR-122 sensor: 3; Casp6 inh: 1; SIRT5 inh: -2; ERp5 block: 2; DENV2 CPE rescue: -2; F508del corr: 4.2

# (further entries)
SMILES,ERAP1 inh,miR-122 sensor,Casp6 inh,SIRT5 inh,ERp5 block,DENV2 CPE rescue,F508del corr
COC(=O)c1ccccc1S(=O)(=O)N1CCC(C(=O)OCc2ccc([N+](=O)[O-])cc2)CC1,4,2,-8,2,2,6,0.7
COc1ccc(S(=O)(=O)Nc2ccc3c(c2)C(=O)N([C@H](C)CO)C[C@H](C)[C@@H](CN(C)S(=O)(=O)c2ccc(C)cc2)O3)cc1,1,6[16.7 µM],-2,4,3,-2,1.6
C=CCn1c(SCC(=O)N2CCN(c3ccc(F)cc3)CC2)nnc1-c1cccs1,.,4,-1,.,-4,-2,0.2
OC[C@@H]1[C@H](c2ccccc2)C2(CN(Cc3cccnc3)C2)N1Cc1ccncc1,0,.,2,-3,-3,20*,0.0
O=[N+]([O-])c1ccccc1CN1CCN(Cc2ccc3ccccc3c2)CC1,-1,2,-3,-2,0,-9,-0.4
CCOC(=O)C1=CN(Cc2ccco2)S(=O)(=O)NC1CC (stereo not drawn),1,0,-1,-5,5,9,2.0
CO[C@H]1CN(C)C(=O)c2ccc(NC(=O)c3ccccc3F)cc2OC[C@H](C)N(C(C)=O)C[C@H]1C,2,.,-2,-2,0,11,2.4
CCN(CC(=O)Nc1ccc(NC(C)=O)cc1)C(=O)CC1OC(=O)c2ccccc21 (stereo not drawn),1,12,6,0,0,-2,-0.8
C[C@H](CO)N1C[C@H](C)[C@@H](CN(C)CC2CCOCC2)Oc2cc(-c3cccnc3)ccc2S1(=O)=O,1,70[16.7 µM],-2,1,-3,3,-1.8
CC(C)CNC(=S)N1CCC(C(=O)c2ccc3c(c2)OCCO3)CC1,-1,.,0,-7,0,.,2.9
C[C@H]1CN([C@@H](C)CO)C(=O)c2cccc(NS(=O)(=O)c3ccc(F)cc3)c2O[C@H]1CN(C)C(=O)NC1CCCCC1,-1,-4[16.7 µM],2,-6,6,-8,-1.3
CC(C)(CC(=O)O)CC(=O)Nc1ccc(Cl)c(Cl)c1,9,.,-1,3,6,3,1.6
COc1ccc(S(=O)(=O)NC2CCCCC2)cc1-n1cnnn1,-2,53,0,-1,7,-7,0.1
Cc1cc(C)nc(N2N=C(C(F)(F)F)CC2=O)n1,3,.,1,-2,2,-1,2.6
O=C(C[C@H]1C[C@@H]2c3cc(NC(=O)CC4CC4)ccc3O[C@@H]2[C@@H](CO)O1)NCC(F)(F)F,-5,-4[16.7 µM],-1,-2,-7,10,2.1
CCC(=O)N(C)C[C@H]1Oc2cc(-c3ccncc3)ccc2S(=O)(=O)N([C@H](C)CO)C[C@H]1C,4,-9[16.7 µM],-1,-17,0,-5,-0.4
CC1(C(=O)Nc2ccccc2)Cc2c(-c3ccc4c(c3)OCO4)ccnc2O1 (stereo not drawn),-3,4,11,.,0,15,-4.8
Cc1cccc(S(=O)(=O)N(C)C[C@H]2OCc3ccccc3-c3c(n(C)c4ccccc34)C(=O)N([C@@H](C)CO)C[C@@H]2C)c1,-1,.,-2,2,-5,15,0.8
CCCCN(C=O)c1c(CC)nc2c(OCC3CCCCC3)cccn12,-6,-6,0,3,5,?,-2.6
O=C(NNC1=NCCC1)c1cccc(S(=O)(=O)N2CCCC2)c1,-5,-1,1,2,2,-2,.
CC(=O)NC1=NN(C(C)=O)C(C)(c2ccccc2)S1 (stereo not drawn),0,.,-2,-3,4,-1,2.0
CCOC(=O)/C=C1\CC(C(=O)OCC)Oc2ccccc21 (stereo not drawn),.,-1,0,1,2,0,1.0
C[C@@H]1CN([C@@H](C)CO)C(=O)c2cc(NC(=O)Cc3ccccc3)ccc2O[C@@H](C)CCCCO[C@H]1CN(C)S(=O)(=O)c1ccc(Cl)cc1,3,-2[16.7 µM],0,4,-3,-9,1.7
COc1ccccc1-c1ccc(C2[C@H]3CNC[C@@H]2N3S(=O)(=O)c2ccccc2C)cc1 (stereo partly drawn),-4&-7,.,2&2,-4&-2,-1&2,6&-7,-0.5&-1.7
CCS(=O)(=O)N1CC2(CN(C(=O)Nc3c(C)noc3C)[C@H](CO)c3[nH]c4cc(OC)ccc4c32)C1,3,.,4,-6,7,-3,-2.8
COc1cccc(/C=N/NC(=O)c2nnn(-c3nonc3N)c2C(C)C)c1,4,2,0,-4,2,6,1.2
Cc1cc(C)cc(NC(=O)COc2coc(CN3CCN(c4ccccc4)CC3)cc2=O)c1,1,-2,5,-2,-3,15,1.1
O=S1(=O)N[C@@H](CC2=CCCCC2)C2CCCCC2O1 (stereo partly drawn),-4,-8,-1,1,0,4,1.5
COc1ccc(CCN=C2SCC(=O)N2C)cc1OC,-2,1,1,-2,-73,-4,-3.4
CN1CCN(CCC(=O)N/N=C/c2cc([N+](=O)[O-])ccc2OC(F)F)CC1,1,-1,-10,23*,9,-6,4.4
COC(=O)c1sc(N2C(=O)C(O)=C(C(=O)c3ccc(C)o3)C2c2cccs2)nc1C (stereo not drawn),8,.,-7,-2,5,3,2.3
COc1ccc(/C=N/NC(=O)C(O)(c2ccccc2)c2ccccc2)cc1OC,1,.,5,3,0,3,.
FC(F)(F)c1ccc(Cl)c(NC(=S)N/N=C/c2ccccc2C(F)(F)F)c1,4,.,0,0,4,.,.

# Structures shown so far with a Cl atom:
SMILES,ERAP1 inh,miR-122 sensor,Casp6 inh,SIRT5 inh,ERp5 block,DENV2 CPE rescue,F508del corr
CC(C)Cc1nnc(NS(=O)(=O)c2ccc(Cl)cc2)s1,0,2,-1,.,6,5,-0.3
Cc1c(Cl)c([N+](=O)[O-])nn1CC(=O)NCc1cccnc1,-2,-2,-5,-7,7,-6,0.7
O=C(C[C@H]1C=C[C@H](NC(=O)Nc2ccc3c(c2)OCO3)[C@@H](CO)O1)NCc1ccc(Cl)cc1,8,.,27,.,1,?,2.1
COc1cc(/C=C/C(=O)OC(C)C(=O)Nc2ccc(Cl)cn2)ccc1OC(F)F (stereo not drawn),-1,-2,0,13,2,-2,0.3
CC(C)(CC(=O)O)CC(=O)Nc1ccc(Cl)c(Cl)c1,9,.,-1,3,6,3,1.6
C[C@@H]1CN([C@@H](C)CO)C(=O)c2cc(NC(=O)Cc3ccccc3)ccc2O[C@@H](C)CCCCO[C@H]1CN(C)S(=O)(=O)c1ccc(Cl)cc1,3,-2[16.7 µM],0,4,-3,-9,1.7
FC(F)(F)c1ccc(Cl)c(NC(=S)N/N=C/c2ccccc2C(F)(F)F)c1,4,.,0,0,4,.,.
